Assay outcomes: PubChem BioAssay, several laboratories
FXIIa mix inh – blocks human factor XIIa in pooled compound mixtures; P00748; purified FXIIa, fluorogenic substrate; inhibition, % at 5 µM; hit rate 0.2% among 62,000; AID 684;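 also: 0% = enzyme without compound and 100% = no enzyme blank; some results filed as inactive read as strong as hits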
AP ELISA ortho – orthogonal test for alternative complement pathway inhibitors; AID 1235; Human serum alternative complement pathway, LPS-coated ELISA, C3 deposition; tested in compound mixtures; inhibition, % at 5 µM; hit rate 0.08% among 62,000;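 active = inhibition above 30% in each of the two pooled mixtures holding the compound, so the lower value exceeds 30%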;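 also: 0% = serum in Mg-EGTA without compound and 100% = EDTA serum blank; some compounds past the cut are filed as inactive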
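Medium: diluted human serum in Mg2+-EGTA GVB++. Assay system: human serum complement alternative pathway, C3 deposition onto LPS. Also added: Plate-bound LPS. Technique: Anti-C3 ELISA, OD 450 nm. Measure: percent inhibition. Incubation: 1 h at 37 °C. Dosing: 5 µM each compound, pools of ten, 50 µM per pool.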
Cdc25B inh – human M-phase inducer phosphatase 2 inhibition; P30305; recombinant Cdc25B, OMFP fluorescence Ex485/Em525; inhibition, %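 (compounds tested at 10 µM final in the well)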; hit rate 0.1% among 65,000; AID 368; in the data active = inhibition above about 50%
Hsp90 inh – displaces geldanamycin probe from tumor Hsp90; P07900; NCI-N417 lysate Hsp90, Cy3B-geldanamycin FP displacement; inhibition, % at 30 µM; hit rate 0.35% among 64,000;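 active = inhibition above 50%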;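 also: 0% = tracer plus lysate wells and 100% = tracer alone without lysate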
DUSP1 inh – inhibitors of human MKP-1 phosphatase; recombinant MKP-1, OMFP hydrolysis fluorescence; AID 374; P28562; hit rate 0.15% among 65,000; inhibition, %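 (compounds tested at a single concentration somewhere between 10 and 100 µM)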;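 active = inhibition above about 50%, limit read from the data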;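 also: 0% = DMSO max control wells and 100% = wells with enzyme stopped by NaOH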
Target sequence (P28562 whole entry, looked up): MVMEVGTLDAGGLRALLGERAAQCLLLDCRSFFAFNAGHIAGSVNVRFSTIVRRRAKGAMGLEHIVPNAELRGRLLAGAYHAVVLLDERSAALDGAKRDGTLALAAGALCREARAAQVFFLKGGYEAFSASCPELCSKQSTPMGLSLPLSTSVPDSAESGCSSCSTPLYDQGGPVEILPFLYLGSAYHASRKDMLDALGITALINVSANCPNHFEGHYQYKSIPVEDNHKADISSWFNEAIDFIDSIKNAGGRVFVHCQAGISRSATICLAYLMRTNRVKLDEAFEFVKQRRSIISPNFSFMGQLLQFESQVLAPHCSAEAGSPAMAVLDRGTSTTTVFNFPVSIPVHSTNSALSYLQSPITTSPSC
FXIa mix inh – blocks human factor XIa in pooled compound mixtures; P03951; purified FXIa, fluorogenic substrate; inhibition, % at 5 µM; hit rate 0.19% among 62,000; AID 680;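 also: each value is inhibition by a whole ten-compound pool holding the compound; 0% = enzyme with no mixture and 100% = wells lacking enzyme; strong numbers were not always called active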
JNK3 inh – JNK3 (human) kinase inhibition; P53779; purified JNK3 kinase activity, HTS; inhibition, % at 8 µM; hit rate 0.61% among 60,000; AID 746; in the data active = inhibition above about 17%;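 also: 0% = DMSO and 100% = reference inhibitor; many of its hits are not listed in these tables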
Target sequence (P53779 whole entry, looked up): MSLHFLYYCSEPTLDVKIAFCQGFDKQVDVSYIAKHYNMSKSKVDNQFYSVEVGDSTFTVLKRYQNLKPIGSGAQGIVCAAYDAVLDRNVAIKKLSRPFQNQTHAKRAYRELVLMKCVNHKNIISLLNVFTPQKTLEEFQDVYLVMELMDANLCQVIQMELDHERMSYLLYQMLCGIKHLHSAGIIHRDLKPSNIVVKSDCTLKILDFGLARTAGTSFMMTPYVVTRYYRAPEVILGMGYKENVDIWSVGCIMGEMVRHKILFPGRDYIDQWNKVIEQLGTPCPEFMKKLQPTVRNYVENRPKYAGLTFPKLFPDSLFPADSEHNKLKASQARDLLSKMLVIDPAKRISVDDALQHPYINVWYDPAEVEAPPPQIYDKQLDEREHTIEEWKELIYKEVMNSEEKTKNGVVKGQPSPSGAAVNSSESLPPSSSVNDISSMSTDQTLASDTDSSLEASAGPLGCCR
MMP-13 inhibitor – MMP13 (human) collagenase inhibition; MMP-13 fTHP FRET cleavage, Mca fluorescence; inhibition, % at 4 µM; hit rate 0.07% among 65,000; AID 570;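 active = inhibition above the mean of compound-free control plate wells plus 3 SD, cut at about 14% in these data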;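 also: 0% = DMSO wells and 100% = wells with reference MMP-13 inhibitor after basal subtraction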
A340 absorber – compounds absorbing at 340 nm; 65,000 tested, under 10 active; fold change at 10 µM; compound absorbance at 340 nm, fold over control;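 active = at 10 µM dose, initial 340 nm absorbance at least 2 fold that of control wells; inactive = change under 2 fold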;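 also: initial absorbance extrapolated from kinetic A340 decline of NADH oxidation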
* hit, by the source's call; / = not tested or not shown; [ ] = another dose, or the depositor's remark. Rule as the data show it, unless noted: active = inhibition above about 20% (passing the limit was not always enough); inactive = the rest.

canonical_smiles	FXIIa mix inh	A340 absorber	Cdc25B inh	AP ELISA ortho	DUSP1 inh	Hsp90 inh	MMP-13 inhibitor	FXIa mix inh	JNK3 inh
CCOC(=O)C1CCN(c2ncnc3c2[nH]c2cccc(OC)c23)CC1	7	1.1	11	10	-2	-7	-181[fluorescence artefact?]	-5	-2
CC(=O)c1ccc(Oc2cc(C)nc(-n3nc(C)cc3C)n2)cc1	14	1	0	7	-25	-6	-2	-17	-2
O=C(CSc1nnc(-c2ccccc2)c(-c2ccccc2)n1)N1CCOCC1	9	1	-27	1	-11	-2	-10	3	-1
S=c1[nH]nc(COc2ccc(Cl)cc2)o1	1	1	1	14	-34	1	3	6	-3
Nn1c(SCC(=O)Nc2ccc3c(c2)OCCO3)nnc1-c1ccccn1	8	1	-11	3	1	-3	5	4	3
O=C(Cc1ccc(S(=O)(=O)N2CCCC2)s1)Nc1nc2c(s1)CCCC2	6	1	8	3	34	-13	-4	4	4
COc1ccc(CNC(=O)C2CCCN(S(=O)(=O)c3cnc[nH]3)C2)cc1 (stereo not given)	-21	1	1	8	1	0	1	3	1
COC(=O)c1[nH]c2ccc(C)cc2c1NC(=O)CN1CCC(C)CC1	3	0.99	0	-3	-2	-5	-29	8	1
Cc1ccc(C(c2nnnn2Cc2cccs2)N2CCN(C(=O)c3ccco3)CC2)cc1 (stereo not given)	1	1	-11	9	12	-3	5	4	-1
Cn1c(N2CCN(c3ccccn3)CC2)nc2c1c(=O)n(Cc1ccccc1Cl)c(=O)n2C	/	1	-25	/	-10	0	-9	/	-2
Cc1onc(-c2c(Cl)cccc2Cl)c1C(=O)NC(C)(C)CO	12	1.1	2	21	4	-3	4	11	-2
Cc1cc(C)c(-c2cc(NC(=O)CSc3nncn3C)n(-c3ccccc3)n2)cc1C	26	1	-8	4	32	-3	3	8	-5
CN(C)CCCNCCCNC(=O)/C(=N\O)c1ccccn1	0	1	-11	12	7	-2	0	9	8
Cc1[nH]nc(-c2ccc(O)cc2O)c1-c1ccc(Cl)cc1	9	1	0	-9	28	49	4	1	7
CCc1cc2c(=O)c(-c3nc4ccccc4n3C)c(COCC(=O)O)oc2cc1O	4	1.1	3	2	17	0	4	-3	1
COc1cc(OC)cc(-c2nc(-c3ccccc3)no2)c1	9	1	2	8	3	-2	-4	2	-4
Cc1ccc(C)n1CCN1CCN(CC(=O)Nc2ccc(S(N)(=O)=O)cc2)CC1	5	1	0	6	25	-1	0	3	2
CCCC(=O)Nc1ccc(Cl)c(NC(=O)c2cccnc2)c1	1	1.1	-12	3	0	-3	5	-2	-9
CSc1nnc2c3ccccc3n(Cc3ccccc3)c2n1	8	1	0	9	8	-6	-2	-1	-2
COCCNC(=O)c1sc2ncn(CC(=O)N3CCCCC3)c(=O)c2c1C	4	1	13	4	7	-2	3	5	3

For reference, part of the list above:
canonical_smiles	FXIIa mix inh	A340 absorber	Cdc25B inh	AP ELISA ortho	DUSP1 inh	Hsp90 inh	MMP-13 inhibitor	FXIa mix inh	JNK3 inh
COc1cc(OC)cc(-c2nc(-c3ccccc3)no2)c1	9	1	2	8	3	-2	-4	2	-4
Cc1ccc(C)n1CCN1CCN(CC(=O)Nc2ccc(S(N)(=O)=O)cc2)CC1	5	1	0	6	25	-1	0	3	2
CCCC(=O)Nc1ccc(Cl)c(NC(=O)c2cccnc2)c1	1	1.1	-12	3	0	-3	5	-2	-9
CSc1nnc2c3ccccc3n(Cc3ccccc3)c2n1	8	1	0	9	8	-6	-2	-1	-2
COCCNC(=O)c1sc2ncn(CC(=O)N3CCCCC3)c(=O)c2c1C	4	1	13	4	7	-2	3	5	3

The list goes on:
canonical_smiles	FXIIa mix inh	A340 absorber	Cdc25B inh	AP ELISA ortho	DUSP1 inh	Hsp90 inh	MMP-13 inhibitor	FXIa mix inh	JNK3 inh
Cc1noc(C(=O)Nc2ccccc2C(F)(F)F)c1Cl	1	1	-4	8	37	0	5	7	-6
COc1ccc(S(=O)(=O)N2CCCN(Cc3cccc(F)c3)CC2)cc1	1	1	-4	15	-3	-10	5	4	-7
CC(NC(=O)OC1CCCCC1)N1C(=O)C2C3C=CC(C3)C2C1=O (stereo not given)	5	0.98	-9	8	8	-4	-5	-5	1
CCOC(=O)C1CCCN(C(=O)COC(=O)C2=COCCO2)C1 (stereo not given)	-2	1	-13	2	8	2	3	7	-3
CN(C)S(=O)(=O)c1ccc(C(=O)Nc2ccnn2C2CCCCC2)cc1	5	0.99	-18	14	18	-4	-9	7	-7
CC(NC(=O)C(NC(=O)C1CCCN1C(=O)OC(C)(C)C)C(C)C)C(N)=O (stereo not given)	0	1	6	-12	-2	-2	1	9	-2
C=CCn1c(COc2cccc3ccc(C)nc23)nnc1SCC(=O)OC	2	1.1	-18	-3	-24	-4	-16	6	4
COc1ccc(OCCN2C(=O)NC(C)(c3ccc(C)cc3)C2=O)cc1 (stereo not given)	-1	1	-8	-1	3	1	0	-6	2
O=C(Nc1ccccc1)Nc1ccccn1	2	1.1	-11	17	-1	0	4	8	1
CSc1ccc(C2C(C#N)=C(N)Oc3cc4c(cc32)OCO4)cc1 (stereo not given)	3	1	-5	-4	3	-1	-10	-5	5
CCCCCNC(=O)c1c(N)n(/N=C/c2ccco2)c2nc3ccccc3nc12	/	1	19	/	-22	-4	-6	/	-6
CC(C)c1ccc(N(CC(=O)O)S(=O)(=O)c2cccnc2)cc1	1	1.1	-7	-10	-1	-2	-4	1	3
CCCCNC(=O)c1nc2ncc(Br)cn2n1	3	0.98	-9	4	-2	-1	0	25*	-4
COC(=O)c1ccccc1NC(=O)C1CC(=O)N(c2ccccc2)C1 (stereo not given)	5	0.99	1	24	0	1	0	7	0
C=CCc1ccccc1OCCn1ccnc1	6	1.1	2	12	12	-1	4	1	1
Cn1c(=O)c2c(nc(NCc3ccc4c(c3)OCO4)n2C)n(C)c1=O	1	1	2	26	-11	-3	2	5	-7
C=CCn1c(C2CC(=O)N(c3ccc(C)cc3)C2)nc2ccccc21 (stereo not given)	/	1	9	/	-26	-3	4	/	4
O=C(NCCCN1CCCCC1)C1CCC(=O)N1CCc1ccccc1 (stereo not given)	10	1	-1	24	9	2	0	-1	-6
CC1/C(=N/O)C(CN(C)C)C2CC1C2(C)C (stereo not given)	4	1	-1	7	-4	-2	-1	-15	-3
Cc1cc(NC(=O)COC(=O)c2ccc(F)c(S(=O)(=O)N3CCOCC3)c2)no1	7	1	-12	7	2	/	2	4	/
OC(COc1ccccc1)CN1C2=NCCCN2c2ccccc21 (stereo not given)	-19	1	0	12	0	-2	-9	8	-2
Cc1cccc(OCCCC(=O)Nc2ccc(N3CCOCC3)cc2)c1	-4	1	-2	10	9	/	/	-5	/
Cc1cc(N2CC(=O)N(CCc3ccccc3)C(=O)C2)n2ncnc2n1	/	0.98	10	/	20	-4	0	/	-4
CCc1ccc(OC(=O)c2ccn(CC)n2)cc1	5	1.1	5	8	20	-6	3	6	4
CCOc1ccc(N=C2SC(C(=O)O)CC(=O)N2C)cc1 (stereo not given)	9	1	-10	13	10	-1	3	-16	-1
C=CCS/C(=N\n1cnc2ccccc2c1=O)N1CCCCC1	7	0.99	-4	6	21	0	3	-15	-4
CCOC(=O)C(CC)(CCC(=O)O)c1csc(N)n1 (stereo not given)	-4	1	-4	9	14	-2	/	4	/
O=C(C1CCC(CNS(=O)(=O)c2cccc3cccnc23)CC1)N1CCCC1 (stereo not given)	22*	1	-8	19	2	-3	4	1	-4
CC(=O)Nc1ccc(S(=O)(=O)NCC2CCC(C(=O)NCCC(C)C)CC2)cc1 (stereo not given)	5	1	-12	13	8	-3	2	2	-8
COC1=Cc2c(ccc3ccc(=O)oc23)OC1(C)C	5	1.1	-16	8	13	/	-1	10	/
COc1ccc(OCCNC(=O)c2ccccc2OCC(=O)N2CCCCC2)cc1	17	1.1	-2	26	-6	-7	2	6	4
CCC(=NCCc1ccccc1)C1=C(O)CCC1=O	-1	1	-3	7	4	-4	-8	4	2
CC(=O)c1coc2ccc(OCCN3CCCCC3)cc12	10	1	-7	-3	6	-2	2	-3	8
COc1ccc(N2CCN(C(=O)CSc3nc4cc(OC)c(OC)cc4cc3C#N)CC2)cc1	4	1	-10	13	32	-7	-16	9	-11
CC(=O)c1ccc(NC(=O)C2CCCN2S(=O)(=O)c2cccc3cccnc23)cc1 (stereo not given)	26	1	0	26	3	-4	2	6	5
CC(C)Cn1c(=O)c(C(=O)Nc2cnccn2)c(O)c2ccccc21	-5	1.1	4	1	16	-5	5	9	7
O=C(CSc1nc2ccccc2o1)Nc1ccccc1	5	1.1	-3	13	-12	1	3	6	-5
CCC(Sc1nc(=O)cc(N)n1CCc1ccccc1)C(=O)Nc1ccccc1C#N (stereo not given)	8	1.1	-3	0	15	-1	-7	10	-2
O=S(=O)(NCc1cccnc1)c1cccc2nsnc12	14	0.98	-20	11	-15	-3	-6	14	4
COc1ccc(OC)c(S(=O)(=O)Nc2ccc(O)c3ccccc23)c1	3	0.99	-2	5	13	16	4	-2	-8

Brought forward from above: 3 entries; new compounds follow.
canonical_smiles	FXIIa mix inh	A340 absorber	Cdc25B inh	AP ELISA ortho	DUSP1 inh	Hsp90 inh	MMP-13 inhibitor	FXIa mix inh	JNK3 inh
CCC(Sc1nc(=O)cc(N)n1CCc1ccccc1)C(=O)Nc1ccccc1C#N (stereo not given)	8	1.1	-3	0	15	-1	-7	10	-2
O=S(=O)(NCc1cccnc1)c1cccc2nsnc12	14	0.98	-20	11	-15	-3	-6	14	4
COc1ccc(OC)c(S(=O)(=O)Nc2ccc(O)c3ccccc23)c1	3	0.99	-2	5	13	16	4	-2	-8
CC(C)(C)Nc1cccccc1=O	8	1.1	1	13	-14	1	4	7	-3
Cc1cccc(N2CC(C(=O)O)CC2=O)c1 (stereo not given)	13	1	-8	17	-6	0	4	1	-4
CC(c1ccccc1)C1C(C#N)=C(N)SC(N)=C1C#N (stereo not given)	-18	1	10	-7	7	0	-7	-46	-4
CCN(C#N)c1nc(NC(C)C)nc(NC(C)C)n1	10	0.98	-16	1	-14	-8	0	9	2
COc1ccccc1N1CCN(CCC(=O)Nc2ccc3c(c2)OCO3)CC1	3	1	-27	25	10	/	/	-4	/

The order is random (roughly 1.5% active in at least one column).
